# inhibitors of VEEV: inhibitors of VEEV TC-83 cytopathic effect, confirmation, Vero cells (AID 588727); inhibition, % at 20 µM; hits with a dose series show IC50 in µM; Vero cells, VEEV TC-83 cytopathic effect inhibition; higher % means a stronger effect; 0.13% of 350,000 active; in the data active = a potency from the dose series; inconclusive = inhibition mostly from about 14% at the one dose, without a potency; inactive = the rest, 99 in 100 with inhibition below about 12%; also: strong numbers were not always called active
# H37Rv inhibition: M. tuberculosis growth inhibition, HTS (AID 449762); M. tuberculosis H37Rv growth inhibition, 7H9 media; higher % means a stronger effect; one-dose inhibition, % at 25 µM; IC50 in µM for titrated hits; 0.59% of 330,000 active; in the data active = a potency from the dose series; inconclusive = inhibition above about 70% without an active follow-up result;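 also: bacterial growth assessed after seven days of incubation; strong numbers were not always called active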
# influenza NS1A: H1N1 influenza NS1A inhibitors, functional cell based assay (AID 504329). NS1A functional cell-based assay, percent inhibition; higher % means a stronger effect. inhibition, % at 12.5 µM, or IC50 in µM where a hit was titrated. 0.3% of 340,000 active; in the data active = a potency from the dose series; inconclusive = inhibition above about 27% without an active follow-up result; also: strong numbers were not always called active
# PhoP GFP inhibition: PhoP regulon inhibitors, Salmonella typhi PhoP promoter GFP reporter, confirmatory (AID 1850); Salmonella Typhi PhoP-promoter GFP reporter, fluorescence, 4 h; higher % means a stronger effect; inhibition, % at 50 µM; hits with a dose series show IC50 in µM; 0.33% of 310,000 active; in the data active = a potency from the dose series; inconclusive = inhibition mostly from about 25% at the one dose, without a potency; inactive = the rest, 99 in 100 with inhibition below about 19%;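 also: 0% = induced wells with vehicle and 100% = uninduced wells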
# M. tuberculosis: growth inhibition of non-replicating M. tuberculosis (AID 488890) | Mycobacterium tuberculosis non-replicating, growth inhibition; higher % means a stronger effect | inhibition, % at 25 µM, or IC50 in µM where a hit was titrated | 0.39% of 320,000 active; in the data active = a potency from the dose series; inconclusive = inhibition mostly from about 82% at the one dose, without a potency; inactive = the rest, 99 in 100 with inhibition below about 76%;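 also: plate controls were DMSO cells for no effect and high antibiotic wells for full effect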
# inhibitors of VEEV 10K pilot screen: also measured in inhibitors of VEEV; calls as there; inhibition, %; measured here: 10K pilot screen inhibition
# Active calls of the source: *; i = inactive; ? = inconclusive; / = no result given; & = joins results of further samples.
SMILES,inhibitors of VEEV,H37Rv inhibition,influenza NS1A,PhoP GFP inhibition,M. tuberculosis,others
C[C@H](NC(=O)c1nc[nH]c1C(=O)N1CCN(C(=O)OC(C)(C)C)CC1)C(=O)OCc1ccccc1,0.5%,-5%,-5%,-4%,35%,
O=C(NCCN1CCOCC1)c1ccc2c(c1)N(Cc1cccc(F)c1)C(=O)c1ccccc1S2,3.0%,-6%,-12%,8%,21%,
COc1ccccc1C1CCN(Cc2ccc(Cl)c(Cl)c2)CC1,0.3%,6%,1%,-5%,35%,
Cc1ccc(NC(=O)COC(=O)c2c(-c3ccccc3)noc2C)cc1,3.3%,6%,-5%,/,19%,
CC1(C)CC(NC(=O)COc2ccc3c4c(c(=O)oc3c2)CCCC4)CC(C)(C)N1,0.5%,-1%,7%,3%,18%,
CS(=O)(=O)c1ccc(-c2nnc(NC(=O)C3=COCCO3)o2)cc1,1.8%,0%,-9%,-6%,3%,
COc1ccc(CN2CCN(C(=O)c3cccc4ccccc34)CC2)c(OC)c1OC,i,-1%,-23%,-1%,-8%,
CCOC(=O)C/C(C)=N\Nc1ccc([N+](=O)[O-])cc1[N+](=O)[O-],i,10%,20%,5%,-1%,
Cc1ccc(OCC(=O)N/N=C/c2cn(C)c3ccccc23)cc1,0.5%,8%,0%,3%,-1%,
C[C@@H](CSc1ccc(Br)cc1)CN1CC[C@H](NC(=O)OCc2ccccc2)CCC1=O,2.0%,35%,-9%,/,24%,
CCOc1ccccc1C(=O)N(C)Cc1cc2cc(OC)ccc2[nH]c1=O,7.0%,1%,-5%,-12%,-2%,
CC(=O)Nc1c(C(=O)O)ccc(C)c1OCc1ccccc1,1.7%,/,-6%,/,/,
CCOC(=O)C1CCN(Cc2ccc(Cl)nc2)CC1,i,0%,-9%,-5%,-17%,
O=C(CN1C(=O)NC(Cc2c[nH]c3ccccc23)C1=O)Nc1ccc(Br)cc1F (stereo unspecified),i,5%,0%,/,24%,
COc1ccccc1OCC(=O)c1[nH]c(C)c(C(C)=O)c1C,8.5%,0%,6%,-4%,-9%,
O=S(=O)(c1cccc(F)c1)N1CCN(C(=S)NCc2ccccc2)CC1,1.6%,-16%,-1%,0%,-4%,
C/C(O)=c1/c(=O)nc2cccc3c2=c1c1ccccc1c3=O,1.3%,-3%,4%,-10%,21%,
Cn1c(SCC(=O)NCC2CCCO2)nnc1-c1c[nH]c2ccccc12 (stereo unspecified),0.3%,-1%,-4%,-4%,7%,
COc1ccc(-n2ncc3c2CC(C)(C)CC3NC(=O)CCC2=NNC(=O)CC2)cc1 (stereo unspecified),0.1%,0%,3%,-14%,11%,
COc1cc(OC)cc(C(=O)NNC(=O)C(=O)Nc2cc(OC)c(Cl)cc2OC)c1,5.6%,14%,-4%,-4%,27%,
Cc1ccc(C)c2[nH]c(=O)c(CN(Cc3nnnn3C3CCCCC3)CC3CCCO3)cc12 (stereo unspecified),4.8%,-2%,4%,-4%,37%,
CCC(=N\NC(=O)COc1ccccc1OC)/C(CC)=N/NC(=O)COc1ccccc1OC,i,-2%,3%,/,15%,
Cc1nnc(SCC(=O)N(C)CC(=O)Nc2ccccc2Cl)s1,3.4%,-5%,-13%,3%,-16%,
O=C(NNC(=O)C12CC3CC(CC(C3)C1)C2)c1ccco1,3.0%,-1%,1%,-7%,-3%,
O=C(O)c1cc(-c2cccnc2)nc2ccc(Br)cc12,i,-7%,-6%,5%,2%,
SMILES,inhibitors of VEEV,H37Rv inhibition,influenza NS1A,PhoP GFP inhibition,M. tuberculosis,others
Cc1ccc(C(=O)Nc2nc3c(s2)CCCC3)o1,i,-11%,0%,2%,29%,
O=C(Nc1ccc2nc3n(c(=O)c2c1)CCCCC3)c1ccccn1,10%,-1%,-5%,/,/,
COc1ccc(NC(=O)NCCC2=CCCCC2)cc1,i,1%,-1%,-9%,4%,
CCOC(=O)Nc1ccc2c(COC(=O)C(NS(=O)(=O)c3ccc(Cl)cc3)C(C)O)cc(=O)oc2c1 (stereo unspecified),6.8%,-8%,-6%,/,27%,
Cc1ccc2c(Cl)cc(Cl)c(OCC(=O)OCC(=O)Nc3ccc(C#N)cc3)c2n1,0.5%,-16%,-3%,-8%,43%,
CCCCc1ccc(NC(=O)Nc2cnccn2)cc1,2.3%,45%,-11%,-8%,54%,
CCOc1ccc(/C=N/NC(=O)Cc2cccs2)cc1,0.0%,1%,/,-3%,14%,
Cc1ccc2nc(-c3cccc(N)c3)oc2c1,0.8%,?,24%,2%,52%,
O=C(Cc1cn2ccsc2n1)NCCc1ccc(F)cc1,1.6%,2%,-8%,12%,10%,
CCc1ccc(OCC(=O)NCCN(C)C)c(Br)c1,i,2%,-2%,-3%,/,
CC(C)=NNC(=O)C1=NNC(=O)C1,i,-3%,/,2%,-10%,
Cc1ccccc1OCC(=O)O/N=C(\N)c1ccncc1,2.1%,5%,-3%,-6%,8%,
COc1ccc(C(=O)c2c3ccccc3[n+]([O-])n2CCCN)cc1,0.3%,1%,-15%&-2%,-21%,34%,
Cc1ccc(-n2nnnc2-c2ccco2)cc1,0.6%,-5%,-11%,-3%,-3%,
CCOC(=O)c1ccc(NC(=O)CSc2nnc(-c3cccs3)n2C)cc1,0.1%,?,12%,4%,7%,
CCCCn1c(O)c(/C=C2\C=Nc3ccccc32)c(=O)[nH]c1=O,i,13%,5%,-52%,/,
COc1cc2cc(-c3ccc(O)cc3O)nc(C)c2cc1OC,6.3%,2%,1%,2%,-3%,
CN(C(=O)COC(=O)Cn1cnc2c1c(=O)n(C)c(=O)n2C)C1(C#N)CCCCC1,2.7%,-6%,-9%,/,15%,
O=C(Nc1cccnc1Cl)c1noc2c1CCc1ccccc1-2,1.8%,-1%,15%,7%,1%,
Cc1ccc(S(=O)(=O)N(C)C)cc1NC(=O)C(C)OC(=O)c1ccc2c(c1)OCCO2 (stereo unspecified),0.8%,-2%,-5%,-14%,12%,
Cc1cc(C)c2c(n1)SCC(=O)N2CC(=O)Nc1ccc(C)c(C)c1,i,70%,0%,-23%,33%,
COc1ccc(C(=O)N/N=C/c2ccc(OC)c(CN3CCCc4ccccc43)c2)cc1,2.2%,8%,21%,17%,58%,
CC(=O)c1c(C)[nH]c(C(=O)COC(=O)COc2ccccc2)c1C,0.3%,0%,4%,/,11%,
O=C(NCCc1ccccc1)C1CCN(S(=O)(=O)N2CCCCC2)CC1,2.7%,11%,2%,-22%,6%,
CCOc1ccc(CCNC(=O)COC(=O)CSc2ccccc2C)cc1OCC,1.6%,2%,-2%,-2%,29%,
SMILES,inhibitors of VEEV,H37Rv inhibition,influenza NS1A,PhoP GFP inhibition,M. tuberculosis,others
CC(C)=CCCC(C)CN(C)CCc1ccccn1 (stereo unspecified),1.5%,-5%,3%,-5%,?,inhibitors of VEEV 10K pilot screen=1.1
[O-][n+]1c2ccc3nonc3c2nn1-c1ccccc1Cl,i,2%,0%,-10%,-7%,
COc1ccc(CCNC(=O)CSc2nnc(CNC(=O)c3c(F)cccc3Cl)o2)cc1OC,0.7%,5%,-2%,1%,4%,
COc1ccc(CC(=O)N/N=C(\C)c2cccs2)cc1OC,3.7%,-6%,-6%,1%,-8%,
CC(C)CCCC(C)NS(=O)(=O)Cc1ccccc1 (stereo unspecified),i,2%,-3%,-4%,37%,
Cc1ccc(C(=O)c2c3ccc([N+](=O)[O-])cc3[n+]([O-])n2CCC(N)=O)cc1,i,?,-6%,3%,78%,
C=C(C)c1cccc(C(C)(C)NC(=O)NCC2CCCO2)c1 (stereo unspecified),0.3%,4%,5%,-12%,12%,
O=C1c2ccncc2C(=O)N1c1cccc(Cl)c1,i,-4%,4%,-2%,5%,
COC(=O)C1CCN(C(=O)COC(=O)c2ccc(N3CCCC3=O)cc2)CC1,1.3%,2%,-8%,/,-6%,
CCC(C)[C@H](NC(=O)N1CCCCC1)C(=O)OC (stereo partly specified),1.5%,-4%,-2%,8%,-1%,
CNCC(O)c1cccc(OC(=O)c2ccccc2C)c1 (stereo unspecified),0.5%,0%,1%,21%,9%,
NC(=O)C1CCN(c2cc(N3CCOCC3)ccc2[N+](=O)[O-])CC1,i,3%,-6%,7%,-3%,
COc1ccc(C(O)c2ncc(C(F)(F)F)cc2Cl)cc1 (stereo unspecified),0.2%,13%,-3%,2%,14%,
Cc1ccccc1C(=O)NC1CCN(CC(=O)N2CCCCC2C)CC1 (stereo unspecified),1.2%,-2%,-8%,4%,7%,
CN(CC(=O)Nc1ccc(Cl)c(Cl)c1)CC(=O)Nc1ccc2c(c1)OCO2,5.8%,?,2%,/,75%,
Cc1ccc(S(=O)(=O)Nc2ccc3c(c2)nc(CCN2CCN(c4ccccn4)CC2)n3C)cc1,4.2%,11%,-3%,7%,78%,
COC(=O)c1sccc1NC(=O)c1csc(C)c1,i,?,-4%,-4%,67%,
COc1cc(C)ccc1S(=O)(=O)NC1CC(C)(C)NC(C)(C)C1,i,3%,-10%,4%,-7%,
Nc1c(C(=O)c2ccccc2)sc(Nc2ccccc2)c1S(=O)(=O)c1ccccc1,i,4%,6%,-4%,/,
Nc1cccc2c(=O)[nH][nH]c(=O)c12,1.0%,/,-15%,/,/,
CCOC(=O)c1c(C)n(CC(O)CN(C)C)c2cc(Br)c(OC)cc12 (stereo unspecified),0.2%,4%,-24%,-7%,50%,
CCN(CC)C(=O)CSc1nnc(-c2ccco2)n1N,0.3%,-2%,-5%,7%,-12%,
O=C(/C(=N\Nc1ccc([N+](=O)[O-])cc1)Sc1nnnn1-c1ccccc1)c1ccccc1,i,2%,15%,-1%,28%,
COc1cc2c3nnc(-c4ccc(F)cc4)c-3cn(Cc3ccccc3)c2cc1OC,0.4%,6%,-3%,-108%,/,
Cc1cccc(OCCCCCN2CCOCC2)c1,0.6%,3%,-7%,2%,27%,
CCN(C(=O)c1ccc(N2CC3CC(C2)c2cccc(=O)n2C3)c(NC(=O)c2ccncc2)c1)c1cccc(C)c1 (stereo unspecified),i,1%,10%,2%,5%,
O=C(O)CSCC(=O)Nc1ccccc1,0.7%,-10%,1%,-1%,2%,
CC(C)NC(=O)c1nn(C)c2ccccc12,0.5%,-5%,-3%,-4%,2%,
COc1ccc(CCNC(=O)C(=O)c2c(C)[nH]c3ccccc23)cc1,2.8%,15%,2%,6%,/,

# In the list so far, these contain a Cl atom.
SMILES,inhibitors of VEEV,H37Rv inhibition,influenza NS1A,PhoP GFP inhibition,M. tuberculosis,others
COc1ccccc1C1CCN(Cc2ccc(Cl)c(Cl)c2)CC1,0.3%,6%,1%,-5%,35%,
CCOC(=O)C1CCN(Cc2ccc(Cl)nc2)CC1,i,0%,-9%,-5%,-17%,
COc1cc(OC)cc(C(=O)NNC(=O)C(=O)Nc2cc(OC)c(Cl)cc2OC)c1,5.6%,14%,-4%,-4%,27%,
Cc1nnc(SCC(=O)N(C)CC(=O)Nc2ccccc2Cl)s1,3.4%,-5%,-13%,3%,-16%,
CCOC(=O)Nc1ccc2c(COC(=O)C(NS(=O)(=O)c3ccc(Cl)cc3)C(C)O)cc(=O)oc2c1 (stereo unspecified),6.8%,-8%,-6%,/,27%,
Cc1ccc2c(Cl)cc(Cl)c(OCC(=O)OCC(=O)Nc3ccc(C#N)cc3)c2n1,0.5%,-16%,-3%,-8%,43%,
O=C(Nc1cccnc1Cl)c1noc2c1CCc1ccccc1-2,1.8%,-1%,15%,7%,1%,
[O-][n+]1c2ccc3nonc3c2nn1-c1ccccc1Cl,i,2%,0%,-10%,-7%,
COc1ccc(CCNC(=O)CSc2nnc(CNC(=O)c3c(F)cccc3Cl)o2)cc1OC,0.7%,5%,-2%,1%,4%,
O=C1c2ccncc2C(=O)N1c1cccc(Cl)c1,i,-4%,4%,-2%,5%,
COc1ccc(C(O)c2ncc(C(F)(F)F)cc2Cl)cc1 (stereo unspecified),0.2%,13%,-3%,2%,14%,
CN(CC(=O)Nc1ccc(Cl)c(Cl)c1)CC(=O)Nc1ccc2c(c1)OCO2,5.8%,?,2%,/,75%,

# Source: PubChem BioAssay (Southern Research Specialized Biocontainment Screening Center)
